# Epigenetic derep = derepresses silenced GFP reporter in murine cells; hit rate 0.2% among 280,000; murine LDR cells, GFP reporter derepression, 30 h; AID 1865; Potency, µM (highest dose often 53.9 µM), inactives show top-dose GFP activation, most hits filed as activators; active = well fitted activation curve with a large enough effect; inconclusive = small, poorly fitted or top-dose-only effect; note: % of control where 0% means no effect; nearly all actives have a fitted effect of over 60% in size
#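 Murine LDR cells carrying a silenced, genomically integrated CMV-driven GFP reporter were exposed to compound for 30 hours at 37 C. After PBS washes, GFP-positive cells (20–120 um objects) were counted by laser-scanning microplate cytometry.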
# * = called active by the depositor; ? = inconclusive. Potency is the fitted concentration of half-maximal effect. Only part of the results is shown (hit frequency here may not be typical).
Epigenetic derep	molecule
0.9%	O=C(Nc1ccc2c(c1)OCO2)c1cc(-c2cccc(Cl)c2)on1
-1.8%	COc1ccc(-n2ccnc(NCc3cccs3)c2=O)cc1OC
-1.1%	CC(C)NC(=O)c1cc2c(Cl)nc3ccccc3c2s1
0.3%	CC(=O)N1CCc2c(sc3nc(SCC(N)=O)n(-c4ccc(F)c(Cl)c4)c(=O)c23)C1
-1.4%	COc1ccc2c(c1)c1c(c(=O)n(Cc3ccccc3)c(=O)n1CC(=O)NCc1ccccc1Cl)n2C
5.5%	Cc1ccc(NC(=O)c2cccc(NC(=O)N3CCSc4ncccc43)c2)cc1F
7.4%	COc1ccc(NC(=O)c2ccc3c(c2)c(C)c(C)n3Cc2ccc(F)cc2)cc1
-2.0%	Cc1ccc(NC(=O)Cn2c(=O)n(CCc3ccccc3)c(=O)c3sc4ccccc4c32)cc1C
1.6µM*	COc1cccc(C(=O)c2sc3nc(-c4ccccc4)cc(C(F)(F)F)c3c2N)c1
2.7%	Cc1ccc(NC(=O)CCS(=O)(=O)c2ccc3nc(C)sc3c2)cc1
2.2%	COCCN1Cc2cccc(C(=O)Nc3ccc(C)c(F)c3)c2C1=O
0.3%	COc1ccc(C)cc1NC(=O)CN(c1cc(C(F)(F)F)ccc1Cl)S(C)(=O)=O
7.3%	COc1ccc(C(=O)N(Cc2cc(OC)c(OC)c(OC)c2)CC2CCCO2)cc1 (stereo unspecified)
1.8%	CCOc1ccc(CNC(=O)c2ccc(NC(=O)N3CCSc4ncccc43)cc2)cc1
8.2%	COc1cc2oc(=O)c(CC(=O)NCCc3ccccc3F)c(C)c2cc1OC
-1.6%	CCCCCOc1ccc(/C=C/C(=O)Nc2sc(C)c(C)c2C(=O)OCC)cc1OC
1.3%	CCN(Cc1ccccc1)C(=O)Cn1c(=O)n(-c2ccc(C)c(C)c2)c(=O)c2c(C)c(C)sc21
0.7%	CCn1cc(C(=O)NCc2ccc(C)cc2)c(=O)c2cc(S(=O)(=O)N3CCC(C)CC3)ccc21
1.9%	COc1ccc(NC(=O)Cn2nnc3sc4c(c3c2=O)CCC(C)C4)c(OC)c1 (stereo unspecified)
-0.1%	Cc1cc(C)n2c(Nc3ccccc3)c(-c3ccccc3)nc2n1
7.0%	COc1cccc(CNC(=O)c2ccc(-c3nc(CSc4ccccc4)c(C)o3)cc2)c1
-0.4%	CCN(CC)S(=O)(=O)c1ccc(NC(=O)NCc2noc3ccc(C)cc23)cc1
1.2%	CCC(=O)N1CCc2cc(S(=O)(=O)N3CCN(c4ccccc4F)CC3)ccc21
-1.8%	O=C(NCc1cccc(Br)c1)C1CCCCN1S(=O)(=O)c1ccc(F)cc1 (stereo unspecified)
2.4%	CCC(=O)N1CCc2cc(S(=O)(=O)CCC(=O)N3CCN(c4ccccc4F)CC3)ccc21
-3.5%	CC1CCN(c2nc3ccc(C(=O)NCc4ccc(Cl)cc4)cc3s2)CC1
-2.1%	Cc1ccc(NC(=O)Cn2c(=O)n(CC(=O)NCCc3ccccc3)c(=O)c3ccccc32)cc1C
?	O=C(Nc1nc2ccc(F)cc2s1)c1nc(S(=O)(=O)Cc2ccccc2)ncc1Cl
-1.1%	Cc1ccc(C)c(Cn2c(=O)n(Cc3ccco3)c(=O)c3oc4ccccc4c32)c1
0.8%	Cc1ccc(OCCSc2nc(C)c(Cc3ccccc3)c(=O)[nH]2)cc1
-5.7%	Cc1ccccc1CNS(=O)(=O)c1csc(C(N)=O)c1
3.5%	O=C(CN1C(=O)COc2ccc(S(=O)(=O)Nc3ccccc3)cc21)Nc1cccc(Cl)c1
-0.1%	CCCCn1cnc2cc(NC(=O)c3cc(OC)c(OC)c(OC)c3)ccc21
-3.3%	COc1ccccc1C1C=C(c2ccc(Cl)cc2)Nc2nc(-c3ccc(Cl)cc3)nn21 (stereo unspecified)
-6.3%	CC(=O)c1cccc(NC(=O)c2noc3c2CSc2ccccc2-3)c1
1.4%	CCCn1c(CCC(=O)Nc2cccc(C)c2C)nc2cccnc21
-3.9%	COc1ccc(CCNCc2c(C(=O)O)c(C)n(Cc3ccccc3C)c2C)c(OC)c1
-1.9%	CC1(C)N=C(c2ccc(F)cc2)C(=O)N1CC(=O)Nc1ccccc1Cl
-0.6%	O=C(CN1C(=O)COc2ccc(S(=O)(=O)N3CCOCC3)cc21)N1CCN(c2ccccc2F)CC1
-1.9%	CC(=O)N1CCCC1c1nc2ccccc2n1Cc1cc(C)ccc1C (stereo unspecified)
-1.6%	CCOC(=O)c1c(NC(=O)C(C)Oc2ccc(Cl)c(C)c2)sc2c1CCCC2 (stereo unspecified)
17%	Cc1cc(Br)ccc1NC(=O)C1CCN(S(=O)(=O)c2cccc3nsnc23)CC1
-1.6%	Cc1ccc(NC(=O)/C(C#N)=C/c2ccc(C)o2)cc1
3.5%	CCc1ccc(S(=O)(=O)c2nnn3c2nc(N(CC)Cc2ccccc2)c2cc(Cl)ccc23)cc1
0.0%	Cc1ccc(CN(Cc2ccco2)C(=O)COc2c(C)cc(C)cc2C)cc1

# In the list so far, these contain an aryl methoxy group.
Epigenetic derep	molecule
-1.8%	COc1ccc(-n2ccnc(NCc3cccs3)c2=O)cc1OC
-1.4%	COc1ccc2c(c1)c1c(c(=O)n(Cc3ccccc3)c(=O)n1CC(=O)NCc1ccccc1Cl)n2C
7.4%	COc1ccc(NC(=O)c2ccc3c(c2)c(C)c(C)n3Cc2ccc(F)cc2)cc1
1.6µM*	COc1cccc(C(=O)c2sc3nc(-c4ccccc4)cc(C(F)(F)F)c3c2N)c1
0.3%	COc1ccc(C)cc1NC(=O)CN(c1cc(C(F)(F)F)ccc1Cl)S(C)(=O)=O
7.3%	COc1ccc(C(=O)N(Cc2cc(OC)c(OC)c(OC)c2)CC2CCCO2)cc1 (stereo unspecified)
8.2%	COc1cc2oc(=O)c(CC(=O)NCCc3ccccc3F)c(C)c2cc1OC
-1.6%	CCCCCOc1ccc(/C=C/C(=O)Nc2sc(C)c(C)c2C(=O)OCC)cc1OC
1.9%	COc1ccc(NC(=O)Cn2nnc3sc4c(c3c2=O)CCC(C)C4)c(OC)c1 (stereo unspecified)
7.0%	COc1cccc(CNC(=O)c2ccc(-c3nc(CSc4ccccc4)c(C)o3)cc2)c1
-0.1%	CCCCn1cnc2cc(NC(=O)c3cc(OC)c(OC)c(OC)c3)ccc21
-3.3%	COc1ccccc1C1C=C(c2ccc(Cl)cc2)Nc2nc(-c3ccc(Cl)cc3)nn21 (stereo unspecified)
-3.9%	COc1ccc(CCNCc2c(C(=O)O)c(C)n(Cc3ccccc3C)c2C)c(OC)c1

# Additional records:
Epigenetic derep	molecule
1.1%	CCOc1ccc(CCNC(=O)CCCn2nc(C)c3sc4ccccc4c3c2=O)cc1
0.4%	CCOc1ccccc1C(=O)Oc1c(S(=O)(=O)c2ccc(C)cc2)c(C)nn1-c1ccccc1
-0.8%	COc1ccc(CNC(=O)C(=O)Nc2cc(Cl)ccc2OC)cc1
0.2%	COc1ccccc1/C=C/c1nc(C#N)c(N2CCN(c3ccccc3)CC2)o1
1.3%	COc1cc2[nH]c(=O)n(Cc3ccc(C(=O)N4CCN(c5cccc(C)c5C)CC4)cc3)c(=O)c2cc1OC
1.9%	CCSc1ncc(Cl)c(C(=O)Nc2ccc(S(=O)(=O)N3CCCCC3)cc2)n1
-3.4%	CCCCNC(=O)c1cnc2sc(N3CCCCC3)nn2c1=O
0.0%	CCOC(=O)C1CCCN(C(=O)Cn2ncn3c(cc4sc(CC)cc43)c2=O)C1 (stereo unspecified)
1.6%	CCN(CC)S(=O)(=O)c1ccc2oc(C(=O)NCc3ccccc3OC)c(C)c2c1
-3.1%	CCOC(=O)c1nc(Nc2ccccc2OC)c2ccccc2n1
9.3%	O=S(=O)(c1ccc2c(c1)CCN2)N1CCCCCC1
2.8%	CCc1ccc(S(=O)(=O)N(C(C)=O)c2ccc3oc4c(c3c2)CCCC4)cc1
0.0%	Cc1oc(-c2cccc(Cl)c2)nc1CN1CCC(C(=O)NCCCN2CCN(c3ccccc3F)CC2)CC1
2.2%	CCOc1ccc(CCNC(=O)Cn2nc(CC)n3c(cc4ccccc43)c2=O)cc1
-1.1%	CCOCCCNC(=O)C1CCN(c2cc(C)nc3c(-c4ccc(Cl)cc4)c(C)nn23)CC1
-1.4%	Cc1sc2ncn(CC(=O)N3CCN(c4cccc(Cl)c4)CC3)c(=O)c2c1S(=O)(=O)N1CCC(C)CC1
-1.3%	CCCCN(C(=O)CCn1c(=O)oc2ccccc21)c1ccccc1
1.0%	Cc1cccc(NC(=O)CSc2nc3ccccc3nc2N2CCCCC2)c1C
8.6%	CCOC(=O)c1cnc2ccc(OCC)cc2c1N1CCN(c2ccccc2F)CC1
0.8%	CCc1ccc(S(=O)(=O)c2nnn3c2nc(Nc2ccc(F)cc2)c2cc(Cl)ccc23)cc1
-1.1%	COc1ccc(-c2cc3nccc(-c4cc(Cl)c(C)cc4O)n3n2)cc1
0.0%	O=C(Nc1ccc2oc(-c3cccnc3)nc2c1)c1ccc(-c2ccc(OC(F)(F)F)cc2)o1
1.4%	Cc1ccc(NC(=O)CN2C(=O)CC(C)Sc3ccccc32)c(C)c1 (stereo unspecified)
-4.6%	O=C(Nc1ccc(C(F)(F)F)cc1)C1CCN(c2cnccn2)CC1
-1.1%	COc1ccc(C(=O)Nc2cc(C(C)C)c(O)c(S(=O)(=O)c3ccc(OC)cc3)c2C)cc1
0.0%	Cc1c(Cl)cccc1NS(=O)(=O)c1ccc(NS(=O)(=O)c2ccc3c(c2)OCCO3)cc1
?	Cc1ccc(/C=C/C(=O)Nc2ccc3nc(N4CCC(C)CC4)cc(C)c3c2)cc1
?	CCOC(=O)c1cc2c(=O)n3ccccc3nc2n(CCCOC)c1=NC(=O)c1c(-c2c(F)cccc2Cl)noc1C
7.5%	O=S(=O)(c1ccc(Cl)cc1)c1nnn2c1nc(NC1CCCC1)c1sccc12
-2.2%	Cc1ccc(NC(=O)CSCc2cnn(-c3ccccc3)c2-n2cccc2)c(Cl)c1
-1.6%	COc1ccc(Cn2c(C(=O)O)c(CNCCc3ccccc3Cl)c3ccc(C)cc32)cc1
-2.4%	CCCCN(C)C(=O)c1cn(C)c2ccc(S(=O)(=O)N3CCC(C)CC3)cc2c1=O
0.0%	COc1ccc(CCNC(=O)c2ccc3c(c2)N(Cc2ccc(F)cc2)C(=O)c2ccccc2S3(=O)=O)cc1OC
-1.1%	O=C(CSc1nnc(CNC(=O)c2ccccc2)n1-c1ccc(F)cc1)Nc1ccccc1F
-1.0%	Cc1ccc(-n2c3c(c(=O)[nH]c2=O)C(NC(=O)C(C)(C)C)(C(F)(F)F)C(=O)N3)cc1 (stereo unspecified)
5.4%	CCOC(=O)c1c(C)c(-c2ccccc2)n(CC(=O)NCc2ccccc2)c1C
-1.6%	Cc1ccc(-n2c(-c3ccco3)nc3c(cnn3-c3ccccc3Cl)c2=O)cc1
6.3%	COc1cccc2cc(-c3nnc(-c4ccc(Cl)cc4)o3)c(=O)oc12
1.1%	O=C(Cn1c(=O)n(Cc2nc(-c3ccccc3)no2)c(=O)c2cc3c(cc21)OCO3)Nc1cccc(C(F)(F)F)c1
-4.0%	CCc1ccc(NC(=O)Cn2c(=O)oc3cc(S(=O)(=O)N4CCCCCC4)ccc32)cc1
0.4%	O=C(CSc1nc(-c2cccs2)nc2cc(=O)[nH]n12)Nc1ccccc1
-1.0%	COc1cc(NC(=O)CSc2nc(-c3ccco3)cc(C(F)(F)F)n2)cc(OC)c1OC
0.3%	CCOc1ccc(C(=O)Nc2ccc3oc(-c4ccc5ccccc5c4)nc3c2)cc1
0.2%	CC1Cc2cc(S(=O)(=O)CCC(=O)Nc3ccc(OC(F)(F)F)cc3)ccc2N1C(=O)C1CC1 (stereo unspecified)
-0.3%	Cc1ccc(CCNC(=O)CSCc2nc(-c3ccc(C)cc3)oc2C)cc1
0.0%	O=C(CSc1nc2c(oc3ccccc32)c(=O)[nH]1)Nc1cccc(Cl)c1
-4.4%	COc1ccccc1N1CCN(C(=O)c2ccc3c(c2)CCN3S(=O)(=O)c2ccccc2)CC1
-1.8%	COc1cc(Br)ccc1C1C(C(=O)Nc2ccc(C)cc2C)=C(C)Nc2nnnn21 (stereo unspecified)
-0.1%	O=C1CC(c2c(Cl)cccc2Cl)c2c(ccc3ccccc23)N1 (stereo unspecified)
-2.2%	COc1cccc(NC(=O)Cn2c(-c3nonc3N)nc3ccccc32)c1
1.0%	Cc1cccn2c(=O)c(/C=C(\C#N)c3nc4ccccc4s3)c(Oc3ccc(F)cc3)nc12
-3.3%	Cc1c(CNCCCc2ccccc2)c(C(=O)O)c(C)n1Cc1ccc(Cl)cc1
-0.2%	Cc1cccc(NC(=O)CSc2cn(CC(=O)N3CCOCC3)c3ccccc23)c1
2.9%	CCn1c(=O)c(=O)n(CC)c2cc(N3CCCCC3)c(NC(=O)c3ccc(Cl)cc3)cc21
1.1%	CC(C)CC(=O)Nc1nc2c(s1)CC(C(C)(C)C)CC2 (stereo unspecified)
1.9%	CCOc1ccc2nc(Cl)c(C3CC(c4ccc(C)cc4)=NN3C(=O)CCC(=O)O)cc2c1 (stereo unspecified)
-1.1%	Cc1nc2ncnn2c(C)c1CCC(=O)NCc1ccccc1Cl
-1.9%	Cc1ccc2c(CC(=O)Nc3ccc(S(=O)(=O)N4CCCCC4C)cc3)coc2c1C (stereo unspecified)
1.7%	CCn1cc2nc(SCc3cc(C)ccc3C)n(Cc3ccc(Cl)cc3)c(=O)c2n1
-1.1%	COc1ccc(CCNC(=O)CSc2nc3ccccc3nc2Cc2ccc(C)cc2)cc1OC

# (cont.)
Epigenetic derep	molecule
0.0%	Cc1ccc(-n2c3c(cc(-c4nc(-c5ccc(Cl)cc5)cs4)c2=O)C(=O)CC(C)(C)C3)cc1C
0.0%	Cc1ccc(C)c(N2CCN(c3nc4ccccc4c4nc(-c5cccnc5)nn34)CC2)c1
-0.9%	CC(=O)c1ccc(N2CCN(C(=O)c3cn(C)c(=O)c4c3c3ccccc3n4C)CC2)cc1
-2.2%	O=C(NCc1ccccc1F)c1cccc(NC(=O)N2CCSc3ncccc32)c1
6.7%	COc1ccc(N2C(=O)CSC23C(=O)N(Cc2ccc(C)cc2)c2ccccc23)cc1Cl (stereo unspecified)

# Compound activity as filed in PubChem BioAssay.
